Compound activity (PubChem BioAssay)
p53 reactivator = mutant p53 re-activation in reporter cells; H1299 p53-A138V BP100-luciferase reporter, luminescence, 24 h; Potency, µM (series often up to 92.2 µM), without a hit: at the top dose activity change, positive = activation, hits mostly activators; 320,000 compounds, 0.063% hits; AID 504706; note: % of control where 0% means no effect; nearly all actives have a fitted effect of over 45% in size
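H1299 (p53-null), stable ts p53-A138V + BP100-Luc; 1000 cells/well, Opti-MEM/10% FBS; cpd 4 pt, 1:5; 24 h, 37 deg C, 5% CO2; detection reagent 10 min RT; luminescence.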
VP16 counter = inhibits Gal4-VP16 luciferase reporter, ROR gamma counter-screen. Drosophila S2 Gal4-VP16 UAS-luciferase, luminescence, 20 h. Potency, µM (top dose mostly 53.6 µM), inactives show at the top dose activity, negative = inhibition, hits mostly inhibitors. 310,000 compounds, 3.5% hits;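 note: Gal4-VP16 expression switched on by copper sulfate through the metallothionein promoter; % is set by controls: 0 for no effect and ±100 for the full control effect; nearly all actives have a fitted effect of over 50% in size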
ELG1 genotoxic = genotoxicity induction in ELG1-luciferase HEK293T cells. AID 504466. HEK293T ELG1-luciferase reporter, luminescence, 16 h. 330,000 compounds, 1.3% hits. Potency, µM (doses to about 46 µM), inactives show at the top dose activity change, positive = activation, usual class: activators; note: % of control where 0% means no effect; nearly all actives have a fitted effect of over 60% in size
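Cells (2,000/well) expressing the ELG1-luciferase fusion are dosed by pin tool and kept 16 hr at 37 °C, 5% CO2. Signal comes from ONE-Glo luciferase reagent after 30 min at room temperature.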
Rab9 prom act = Rab9 promoter activation. 320,000 compounds, 2.8% hits. Potency, µM (top dose mostly 9.22 µM), inactives show at the highest dose activation, negative = inhibition, hits mostly activators. Huh7 Rab9 promoter-luciferase reporter, luminescence, 24 h; note: % of control where 0% means no effect; nearly all actives have a fitted effect of over 60% in size
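Promoter activation is measured as luciferase luminescence in Huh7 cells stably transfected with a Rab9 promoter–luciferase construct, following 24 h compound exposure at 37 °C and 10 min reagent incubation at ambient temperature.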
MBNL1-CUG inh = inhibitors of human MBNL1 binding to CUG repeat RNA; Q9NR56; TR-FRET MBNL1-His/biotin-(CUG)12 binding, 665/545 ratio; Potency, µM (highest dose often 57.5 µM), inactives show at the top dose activity change, negative = inhibition, actives largely listed as inhibitors; 280,000 compounds, 0.036% hits; AID 2675; active = well fitted inhibition curve with a large enough effect in the signal ratio, with a control signal flat, not every such curve was filed as active; inconclusive = small, poorly fitted or top-dose-only effect, or effect the other way, or a change in a side signal; inactive = no such curve, though single readings can be large or run the other way; the % refers to the signal ratio; note: % is set by controls: 0 for no effect and ±100 for the full control effect
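MBNL1-His + Biotin-(CUG)12, cpd titration 92 nM–58 uM; Tb anti-His Ab 0.055 ng/ul, SA-XL665 5 nM (final); 60 min RT; ratiometric 665/545 nm, Ex 340 nm; normalized to buffer and full-complex controls.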
FLuc modulator = firefly luciferase modulation, counter-screen for miR-21 project | P08659 | purified FLuc, Km substrates, luminescence inhibition | Potency, µM (doses to about 57.5 µM), without a hit: at the highest dose activity change, negative = inhibition, actives largely listed as inhibitors | 360,000 compounds, 6.9% hits;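 note: plate controls were vehicle for no effect and reference inhibitor for full effect; nearly all actives have a fitted effect of over 55% in size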
Target sequence (P08659 whole entry, looked up): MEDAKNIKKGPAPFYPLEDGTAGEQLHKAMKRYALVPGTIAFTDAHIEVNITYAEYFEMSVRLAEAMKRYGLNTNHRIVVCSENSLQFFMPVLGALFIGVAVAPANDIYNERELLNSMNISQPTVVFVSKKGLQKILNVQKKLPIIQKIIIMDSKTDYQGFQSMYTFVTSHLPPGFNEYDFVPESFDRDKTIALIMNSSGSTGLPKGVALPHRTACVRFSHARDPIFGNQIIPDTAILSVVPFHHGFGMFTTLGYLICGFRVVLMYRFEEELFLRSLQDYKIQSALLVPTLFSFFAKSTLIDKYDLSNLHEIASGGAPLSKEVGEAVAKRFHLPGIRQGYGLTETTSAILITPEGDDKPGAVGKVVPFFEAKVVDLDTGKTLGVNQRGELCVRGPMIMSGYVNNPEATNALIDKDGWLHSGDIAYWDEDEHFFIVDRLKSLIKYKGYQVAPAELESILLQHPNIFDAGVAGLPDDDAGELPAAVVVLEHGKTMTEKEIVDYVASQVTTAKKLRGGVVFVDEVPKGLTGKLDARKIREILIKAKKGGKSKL
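Biochemical qHTS of compounds, final roughly 60 µM downward over six points, against 10 nM purified firefly luciferase using Km concentrations of substrates (10 uM D-luciferin, 10 uM ATP) in Tris acetate pH 7.5 buffer; luminescence output.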
uPA generation = blocks generation of uPA at the cell surface | Potency, µM (doses to about 38.3 µM), for the others: at the top dose activity change, negative = inhibition, most hits filed as inhibitors | cell surface uPA generation assay, qHTS | 330,000 compounds, 0.31% hits; active = well fitted inhibition curve with a large enough effect; inconclusive = small, poorly fitted or top-dose-only effect; inactive = no such curve, though single readings can be large or run the other way; tested in mouse RAW 264.7 cells; note: % is set by controls: 0 for no effect and ±100 for the full control effect; nearly all actives have a fitted effect of over 55% in size
NPC1 promoter act = activates the NPC1 promoter | 320,000 compounds, 2.4% hits | AID 485313 | Potency, µM (doses to about 9.22 µM), for inactives: at the highest dose activation, hits mostly activators | Huh7 NPC1 promoter luciferase reporter, 24 h;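 note: % of control where 0% means no effect; nearly all actives have a fitted effect of over 60% in size; reporter is driven by a mutant NPC1 promoter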
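Huh7 reporter cells (NPC1 promoter driving luciferase) are dosed with compound for 24 h at 37 °C, 5% CO2; luciferase detection reagent is then added and luminescence measured after 10 min at ambient temperature.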
BRCA1 expr up = activators of BRCA1 expression; MCF7-BRCA1-FFLuc reporter, luminescence, 48 h; response scale: scaled: vehicle 0%, 10 µM genistein 100%; Potency, µM (titrated, usually from 46.1 µM), for the others: at the highest dose activation, hits mostly activators; 380,000 compounds, 1.1% hits; note: nearly all actives have a fitted effect of over 80% in size; some results filed as inactive show a strong effect at the top dose
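Activators of BRCA1 expression were detected as increased firefly luciferase luminescence in engineered MCF7 cells after 48 h compound incubation. Signals were scaled to genistein 10 microM as full activation.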
RORgamma inh = ROR gamma (mouse) transcription inhibition. AID 2551. Drosophila S2 Gal4-RORgamma UAS-luciferase reporter, 20 h. Potency, µM (doses to about 53.6 µM), inactives show at the top dose activity change, negative = inhibition, usual class: inhibitors. P51450. 310,000 compounds, 5.4% hits; note: % is set by controls: 0 for no effect and ±100 for the full control effect; nearly all actives have a fitted effect of over 60% in size
Target sequence (P51450 whole entry, looked up, the tested form may be a part): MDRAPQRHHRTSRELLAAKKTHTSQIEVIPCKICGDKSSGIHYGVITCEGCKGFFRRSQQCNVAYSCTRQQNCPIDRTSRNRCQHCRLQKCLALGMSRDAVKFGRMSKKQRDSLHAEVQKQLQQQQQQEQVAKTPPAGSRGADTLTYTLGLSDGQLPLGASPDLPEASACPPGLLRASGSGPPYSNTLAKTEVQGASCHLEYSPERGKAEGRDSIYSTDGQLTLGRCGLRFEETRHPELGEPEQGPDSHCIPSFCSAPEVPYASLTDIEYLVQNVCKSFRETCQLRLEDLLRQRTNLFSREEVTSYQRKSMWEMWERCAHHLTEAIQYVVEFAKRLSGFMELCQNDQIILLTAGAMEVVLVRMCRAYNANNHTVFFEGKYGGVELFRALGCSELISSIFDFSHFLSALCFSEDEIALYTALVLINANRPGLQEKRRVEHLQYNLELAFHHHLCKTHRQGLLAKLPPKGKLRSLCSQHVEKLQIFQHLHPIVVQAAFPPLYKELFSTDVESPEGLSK
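ROR gamma transcriptional activity was tracked as Gal4-UAS luciferase output in stably transfected Drosophila Schneider cells, with compound added 1 hr before 700 uM copper sulfate induction and a 20 hr ambient-temperature incubation.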
* = called active by the depositor; ? = inconclusive; . = not tested or not shown; [ ] = remark or other dose. Unless noted, calls come from the whole dose curve; as a rule, active = well fitted curve in the direction sought with a large enough effect; inconclusive = small, poorly fitted or top-dose-only effect, or another doubt; inactive = no such curve, though single readings can be large; an effect the other way counts as inactive or inconclusive. Potency is the fitted concentration of half-maximal effect.

SMILES	p53 reactivator	VP16 counter	ELG1 genotoxic	Rab9 prom act	MBNL1-CUG inh	FLuc modulator	uPA generation	NPC1 promoter act	BRCA1 expr up	RORgamma inh
O=C(CNC(=O)OCc1ccccc1)NC1CCCCNC1=O (stereo unspecified)	5%	-9%	2%	-8%	0%	-1%	0%	-1%	-2%	-2%
CCOC(=O)Cc1csc(NC(=O)Cc2ccc([N+](=O)[O-])cc2)n1	-3%	1%	-3%	-2%	?	-2%	2%	1%	12%	1%
O=C(CCSc1ccccc1)Nc1nc2c(s1)COc1ccccc1-2	11%	?	?	-3%	6%	0%	-10%	-5%	-35%	39%
COc1ccc(CCn2c(C)cc(C(=O)CCl)c2C)cc1OC	?	20µM*	4%	-8%	-3%	-2%	8.9µM*	-6%	-78%	11µM*
COc1cc(C(=O)N/C(=C\c2cn(C)c3ccccc23)C(=O)NCCCO)cc(OC)c1OC	-3%	6%	-3%	-1%	?	-3%	9%	-1%	-8%	12%
Nc1sccc1C(=O)c1ccccc1	2%	0%	0%	-6%	12%	0%	0%	1%	17%	-34%
CCCc1[nH]n(-c2ccc(F)cc2)c(=O)c1C=NCC1CCCO1 (stereo unspecified)	-1%	-8%	2%	13%	-9%	0%	-19%	-6%	0%	-2%
CC(=O)c1cccc(NC(=O)Nc2ccc(C(=O)N3CCOCC3)cc2)c1	-11%	?	-10%	1%	-5%	?	8%	7%	9%	?
Cc1cc(OCCn2cncn2)ccc1[N+](=O)[O-]	-7%	-18%	2%	0%	12%	-7%	8%	7%	3%	6%
COc1cc(C#CC#CCN2CCCCC2)ccc1O	13%	?	15%	3%	-24%	?	-16%	12%	18%	15%[10 µM]
CCOc1ccc(-c2[nH]nc3c2C(c2cccnc2)C(C#N)=C(N)O3)cc1 (stereo unspecified)	11%	4%	-4%	4%	?	-6%	-6%	8%	-11%	26%
CCOc1ccc2oc(C(=O)N(C)CCc3ccc(OC)c(OC)c3)c(C)c2c1	-4%	.	0%	15%	.	-3%	10%	1%	2%	.
COC(=O)C1=C(CS(=O)(=O)c2ccccc2)NC(=O)NC1c1ccc(O)cc1 (stereo unspecified)	-1%	-3%	1%	-6%	-4%	7%	0%	1%	-1%	1%
C[C@H](NC(=O)c1nc[nH]c1C(=O)NCc1ccccc1)C(=O)OCc1ccccc1	2%	-21%	0%	-2%	-1%	1%	4%	1%	0%	?
CN1CCN(c2ccccc2NC(=O)c2cccc([N+](=O)[O-])c2)CC1	-10%	7%	-6%	-2%	?	1%	-7%	-1%	-12%	1%
COc1cccc(OC)c1C(=O)NC(=S)N1CCN(c2ccc(C(F)(F)F)cc2[N+](=O)[O-])CC1	-13%	22µM*	-2%	-10%[1.84 µM]	8%	6%	4%	-7%	-37%	7.1µM*
COc1ccc(C2C(C(=O)OC3CCCCC3)=C(C)Nc3nnnn32)c(OC)c1OC (stereo unspecified)	1%	-23%	0%	-6%	6%[11.5 µM]	2%	2%	-3%	-43%	4%
Cc1nc2ccc(Cl)cc2c(-c2ccccc2Cl)c1CC(=O)O	-6%	-19%	-2%	1%	.	4%	2%	0%	4%	12%
c1ccc(Cn2c(CNc3nc4ccccc4n3CCN3CCCCC3)nc3ccccc32)cc1	-2%	?	-4%	-5%	?	1%	-17%	-1%	-90%	?
COc1c(/C=C2\SC(=Nc3ccccc3Cl)NC2=O)cccc1[N+](=O)[O-]	-85%[inhibitor]	-4%	9%	-5%	-1%	-4%	5%	-2%	-23%	?
O=C(CCNC(=O)c1ccc(Cl)cc1)NCC(c1ccco1)N1CCCCC1 (stereo unspecified)	-3%	.	-2%	-2%	.	1%	5%	-4%	-2%	.
COc1ccccc1C(=O)Nc1cc2cc(Cl)ccc2oc1=O	-2%	-13%	3%	?	-5%	?	0%	?	-36%	23%
Cc1ccc2nsnc2c1NC(=O)c1cccc([N+](=O)[O-])c1	-2%	-7%	0%	-2%	72%[activator]	1%	.	-1%	.	33%
COc1ccc(Cl)cc1NC(=O)CN(C)C(=O)CCCNC(=O)c1ccc(Cl)cc1	13%	.	1%	-4%	.	13µM*	?	-1%	40%	.
CCNC(=O)Oc1ccc[nH]c1=O	4%	?	5%	1%[1.84 µM]	-5%	1%	9%	3%	-9%	24%

Continued.
SMILES	p53 reactivator	VP16 counter	ELG1 genotoxic	Rab9 prom act	MBNL1-CUG inh	FLuc modulator	uPA generation	NPC1 promoter act	BRCA1 expr up	RORgamma inh
COc1ccc(/C=C/C(=O)OCC(=O)N2CCc3ccccc32)cc1	7%	.	2%	-2%	.	-2%	4%	-3%	11%	.
Cc1cccc(NC(=O)c2cc(S(=O)(=O)N3CCOCC3)cn2C)c1C	.	6%	5%	-4%	-1%	0%	14%	0%	-13%	-11%
CCC(C)C(NC(=O)c1ccccc1NC(=O)c1ccc(OC)cc1)C(=O)NCCCn1ccnc1 (stereo unspecified)	0%	-9%	-28%	-7%	4%	-12%	-1%	7%	0%	23%
Cc1ccc(OCCn2cc(/C(N)=N/O)c3ccccc32)cc1C	-10%	-29%	-7%	-6%	-8%	-16%	-4%	2%	-29%	-39%
O=C(c1ccccc1)c1ccc2nc(Nc3ccccc3)c3nncn3c2c1	-3%	3%	1%	-6%	-7%	-2%	-3%	-11%	8%	7%
CCn1cnc2cc([N+](=O)[O-])ccc21	1%	6%	10%	-2%	.	0%	0%	-1%	-1%	19%
COc1ccccc1N=c1oc2cc(O)ccc2cc1C(=O)NCC1CCCO1 (stereo unspecified)	2%	1%	0%	-5%	?	-7%	0%	-4%	-13%	5%
O=C(NN1CC(C(=O)OCc2ccccc2F)CC1=O)c1ccccc1 (stereo unspecified)	-5%	-5%	4%	-4%	-7%	-14%	0%	-5%	7%	15%
CCN(C(=O)CN(C)Cc1cccc(Cl)c1Cl)c1c(N)n(Cc2ccccc2)c(=O)[nH]c1=O	-12%	7%	2%	-8%	6%	0%	0%	-1%	-5%	-8%
C/C(=N\N=C1/SC(CC(=O)O)C(=O)N1c1ccccc1)c1ccc(C)cc1 (stereo unspecified)	-2%	-3%	0%	-9%	-4%	-5%	1%	-1%	-34%	22%
CN1N=C(C(=O)N2CCCC(C(=O)c3cccc(C(F)(F)F)c3)C2)CCC1=O (stereo unspecified)	0%	-6%	0%	-1%	0%	7%	-1%	-5%	2%	13%
Cc1c(/C=C(\C#N)c2nn(-c3ccccc3)c(N)c2C#N)c2ccccc2n1Cc1ccc(F)cc1	-4%	2%	-7%	-5%	8%	10%	1%	-5%	-45%	-17%
COc1ccc2cc(CO)c(Cl)nc2c1	5%	8%	2%	9%	2%	-3%	-4%	-3%	25%	16%
COc1cc(/C=C2\SC(=O)N(CCNC(=O)c3c(C)noc3C)C2=O)cc(OC)c1OC	6%	.	-1%	.	.	.	-5%	.	-31%	.
Cc1ccc(S(=O)(=O)N2CCN(c3ccccc3)CC2)s1	-1%	.	-1%	.	.	.	12%	.	2%	.
Cc1ccc(C)c(N2CCN(C(=O)c3cc4c(C)nc5ccccc5c4o3)CC2)c1	4%	-13%	-10%	-4%	-3%	7%	-19%	-2%	-44%	9%
CCc1ccc(NC(=O)Cc2c(C(=O)O)n(C)c3ccccc23)cc1	1%	5%	6%	-6%	-15%	?	4%	1%	3%	12%
CCCCCn1c(=O)[nH]c2cc(C(=O)NCCN(CC)CC)ccc2c1=O	3%	-6%	0%	3%	-7%	11%	-2%	-4%	-46%	13%
O=C(O)CCN1C(=O)c2ccc(NC(=O)c3cccs3)cc2C1=O	-9%	-5%	0%	3%	?	2%[2.3 µM]	2%	-1%	-4%	9%
CN1CCN(CCCNCc2cn(CCC#N)c3ccccc23)CC1	-4%	0%	-4%	-5%	-15%	-2%	-1%	1%	-14%	-13%
CC1CC(C)(C)N(C(=O)CN2C(=O)c3ccccc3C2=O)c2ccccc21 (stereo unspecified)	-5%	-2%	-5%	1%	0%	1%	13%	-4%	1%	-10%
COc1cccc(CN(C)C(=O)CNC(=O)c2ccc(-c3ccccc3)cc2)c1OC	-2%	2%	-5%	-29%	1%	?	3%	-24%	-51%	?
CC(OC(=O)C1CC(=O)N(Cc2ccccc2)C1)C(=O)Nc1cccc(C#N)c1 (stereo unspecified)	5%	0%	3%	16%	-13%	-1%	2%	-2%	-18%	8%
CN(N=Nc1ccc([N+](=O)[O-])cc1)c1ccccc1	?	?	?	?	?	5.4µM*	8%	4µM*	3.5µM*	10%
O=C(N1CCN(Cc2ccc3c(c2)OCO3)CC1)C(Cl)(Cl)Cl	.	6%	-15%	8%	-5%	-1%	0%	-2%	10%	8%
CC(C)Cn1c(N)c(C(=O)COC(=O)CCc2nc3ccccc3s2)c(=O)n(C)c1=O	-3%	-17%	-4%	-8%	-5%	5%	-5%	-10%	-33%	32%
O=C(CSc1nnc(CNC(=O)c2ccc(F)cc2)o1)NCc1ccccc1	2%	-2%	0%	12%	-6%	4%	4%	-1%	-11%	5%

Just MBNL1-CUG inh, VP16 counter and ELG1 genotoxic, for some of the entries so far:
| Molecule | MBNL1-CUG inh | VP16 counter | ELG1 genotoxic |
| --- | --- | --- | --- |
| Cc1ccc(C)c(N2CCN(C(=O)c3cc4c(C)nc5ccccc5c4o3)CC2)c1 | -3% | -13% | -10% |
| COc1cccc(OC)c1C(=O)NC(=S)N1CCN(c2ccc(C(F)(F)F)cc2[N+](=O)[O-])CC1 | 8% | 22µM* | -2% |
